High-throughput results as filed in PubChem BioAssay.
PTAP-TSG101 blk – qHTS Validation Assay for Inhibitors of HIV-1 Budding by Blocking the Interaction of PTAP/TSG101: Sytravon Library Screen; 44,000 tested, under 10 active; Potency, µM (series often up to 115 µM), for inactives: top-dose activity change, negative = inhibition, hits mostly inhibitors; AID 1347069, 2019; Fluorescence polarization, FITC-PTAP peptide/Tsg101, 20 min; note: potency is the fitted concentration of half-maximal effect; 0% is about no effect
Target sequence (Q99816 whole entry, looked up): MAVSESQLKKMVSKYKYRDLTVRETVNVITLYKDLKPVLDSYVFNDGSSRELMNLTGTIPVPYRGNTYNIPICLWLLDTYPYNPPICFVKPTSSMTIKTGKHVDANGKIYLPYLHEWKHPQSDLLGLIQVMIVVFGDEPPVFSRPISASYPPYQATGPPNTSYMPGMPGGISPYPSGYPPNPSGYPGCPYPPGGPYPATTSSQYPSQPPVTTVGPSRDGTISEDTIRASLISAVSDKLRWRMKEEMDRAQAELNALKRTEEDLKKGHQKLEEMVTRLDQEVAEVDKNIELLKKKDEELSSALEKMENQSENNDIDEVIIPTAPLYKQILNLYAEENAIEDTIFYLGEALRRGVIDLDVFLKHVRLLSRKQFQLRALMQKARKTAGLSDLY
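Compounds pinned into 10 uM Tsg101 binding domain, then 50 nM FITC-PTAP peptide added in pH 7.5 HEPES buffer; FP read after 20 min, room temperature. Total S+P intensity flags fluorescent compounds; active cut-off <25 µM, efficacy <60%.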
GALK inh – qHTS Assay for Inhibitors of Human Galactokinase (GALK): NCGC Sytravon Library Screen; P51570; 44,000 tested, under 10 active; recombinant GALK, Kinase-Glo ATP luminescence, 1 h; AID 1347072, 2019; Potency, µM (series often up to 57.5 µM), without a hit: at the highest dose activity, negative = inhibition, hits mostly inhibitors;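 note: plate controls were full GALK reaction for no effect and reaction lacking GALK for full effect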
Target sequence (P51570 whole entry, looked up): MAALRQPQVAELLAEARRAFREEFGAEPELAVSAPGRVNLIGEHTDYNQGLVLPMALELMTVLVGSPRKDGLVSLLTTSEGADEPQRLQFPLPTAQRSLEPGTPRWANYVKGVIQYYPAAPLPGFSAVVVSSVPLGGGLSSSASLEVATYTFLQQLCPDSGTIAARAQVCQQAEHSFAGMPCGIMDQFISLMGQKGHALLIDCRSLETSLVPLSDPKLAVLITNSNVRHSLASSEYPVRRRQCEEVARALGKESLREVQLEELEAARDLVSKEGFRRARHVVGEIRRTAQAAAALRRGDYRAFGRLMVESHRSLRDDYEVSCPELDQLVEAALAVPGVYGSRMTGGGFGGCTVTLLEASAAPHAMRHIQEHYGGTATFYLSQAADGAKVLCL
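Reactions with and without enzyme served as controls. GALK at 5 nM phosphorylates 100 uM galactose using 35 uM ATP (HEPES pH 8.0, Mg2+) for 1 h at RT, with luminescence read 10 min after adding Kinase-Glo Plus.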
NTMT1 inhibitor – Primary qHTS for Inhibitors of N-terminal methyltransferase 1 (NTMT1): MTaseGlo Assay; N-terminal Xaa-Pro-Lys N-methyltransferase 1 (Homo sapiens), Q9BV86; NTMT1 MTase-Glo SAH luminescence, purified enzyme; Potency, µM (top dose mostly 114 µM), for the others: at the top dose activity change, negative = inhibition, usual class: inhibitors; 59,000 tested, 2.5% active;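 note: potency is the fitted concentration of half-maximal effect; plate controls were DMSO vehicle for no effect and no enzyme for full effect; nearly all actives have a fitted effect of over 65% in size; many of its hits are not listed in these tables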
Target sequence (Q9BV86 whole entry, looked up): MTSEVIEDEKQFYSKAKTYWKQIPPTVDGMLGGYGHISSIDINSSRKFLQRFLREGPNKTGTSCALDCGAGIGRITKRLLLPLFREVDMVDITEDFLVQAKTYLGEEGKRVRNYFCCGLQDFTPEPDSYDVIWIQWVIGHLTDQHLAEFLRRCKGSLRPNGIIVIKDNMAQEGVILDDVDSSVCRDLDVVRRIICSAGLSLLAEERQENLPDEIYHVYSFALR
p53null 32C tox – qHTS Screen for Compounds that Selectively Target Cancer Cells with p53 Mutations: Cytotoxicity of p53 Null Cells at the Permissive Temperature; H1299-neo p53 null cells, ATP luminescence, 24 h, 32C; Potency, µM (highest dose often 46.1 µM), for the others: at the highest dose activity change, negative = cytotoxicity, most hits filed as cytotoxic; 55,000 tested, 0.62% active;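 note: potency is the fitted concentration of half-maximal effect; 0% = DMSO only and -100% = full killing by 100 µM tamoxifen; nearly all actives have a fitted effect of over 55% in size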
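H1299-neo (p53 null) cells, 600/well, treated 24 h at 32C with compound up to 46 uM; ATPlite luminescence viability, normalized to DMSO and 100 uM tamoxifen; AC50 by Hill fit.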
FH mod – Identification of activators of human fumarate hydratase by quantitative high-throughput screening | Fumarate hydratase, mitochondrial (Homo sapiens), P07954 | FH coupled MDH/diaphorase resazurin fluorescence, 15 min | Potency, µM (doses to about 79.9 µM), without a hit: at the highest dose activity change, negative = inhibition, most hits filed as inhibitors | 54,000 tested, 0.22% active | AID 1347055, 2019; note: potency is the fitted concentration of half-maximal effect; % is set by controls: 0 for no effect and ±100 for the full control effect; the screen sought activators but most active calls are inhibition curves; nearly all actives have a fitted effect of over 45% in size
B2AR arrestin ag – qHTS assay of beta-arrestin-biased ligands of beta2-adrenergic receptor: NCGC Sytravon Library Screen | AID 1347077, 2019 | Potency, µM (series often up to 46.1 µM), without a hit: at the highest dose activation, most hits filed as activators | 44,000 tested, under 10 active | HTLA Tango cells, beta-arrestin recruitment, luciferase luminescence, 18 h;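 note: potency is the fitted concentration of half-maximal effect; 0% = DMSO and full agonism = EC100 isoproterenol or metaproterenol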
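Receptor–beta-arrestin recruitment read by tTA-responsive luciferase: compound titrations (up to 46 µM) incubated 18 h with Tango cells, then luminescent substrate 15 min at room temperature. Concentration-response fits classified by r2, efficacy and activity.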
p53null 39C tox – qHTS Screen for Compounds that Selectively Target Cancer Cells with p53 Mutations: Cytotoxicity of p53 Null Cells at the Nonpermissive Temperature. H1299 p53-null (neo) cells, 39C, ATPlite viability, 24 h. Potency, µM (top dose mostly 46.1 µM), for inactives: at the highest dose activity, negative = cell killing, most hits filed as cytotoxic. 55,000 tested, 0.97% active. AID 904, 2007;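 note: potency is the fitted concentration of half-maximal effect; 0% = DMSO only and -100% = full killing by 100 µM tamoxifen; nearly all actives have a fitted effect of over 50% in size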
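Luminescent ATP signal reported cell survival after H1299 lines (neo, p53 null; or p53 A138V) received up to 46 uM compound and 24 hr incubation at 39C.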
Numbers without * were called inactive; [ ] = remark or other dose. Calls come from the whole dose curve; as a rule, active = well fitted curve in the direction sought with a large enough effect; inconclusive = small, poorly fitted or top-dose-only effect, or another doubt; inactive = no such curve, though single readings can be large; an effect the other way counts as inactive or inconclusive. A portion of the library, so the mix of outcomes need not match the whole.

`CCC(=O)N1CCc2cc(S(=O)(=O)NC(Cc3ccccc3)C(=O)Nc3cccc(OC)c3)ccc21` (stereo unspecified) gave PTAP-TSG101 blk -7.3%, GALK inh 8.8%, NTMT1 inhibitor 1.0%, p53null 32C tox 7.8%, FH mod -2.0%, B2AR arrestin ag 0.8% and p53null 39C tox -2.2%.
O=C(CSc1n[nH]c(-c2ccccc2Cl)n1)N1CCN(c2ccccc2F)CC1 was read as PTAP-TSG101 blk -2.5%, GALK inh -0.5%, NTMT1 inhibitor 9.2%, p53null 32C tox 15.2%, FH mod -2.1%, B2AR arrestin ag 1.4% and p53null 39C tox 26.7%.
`O=C(Nc1cc(C(F)(F)F)ccc1Cl)c1nc2ccccc2nc1N1CCCCC1` gave PTAP-TSG101 blk -2.4%, GALK inh -0.4%, NTMT1 inhibitor -2.4%, p53null 32C tox 5.2%, FH mod -1.6%, B2AR arrestin ag -2.6% and p53null 39C tox -8.1%.
Cn1nnnc1SCCCNCc1ccccc1OCc1ccccc1Cl was read as PTAP-TSG101 blk -4.7%, GALK inh -3.8%, NTMT1 inhibitor inconclusive, p53null 32C tox -5.4%, FH mod 1.9%, B2AR arrestin ag -3.0% and p53null 39C tox -9.9%.
For CCOC(=O)c1ccccc1NC(=O)CSc1nc(=O)[nH]c2c1CCCC2 the results were PTAP-TSG101 blk -3.5%, GALK inh 0.3%, NTMT1 inhibitor 11.1%, p53null 32C tox -0.3%, FH mod -0.3%, B2AR arrestin ag -2.4% and p53null 39C tox 29.4%.
`O=C(CCC(=O)N1CC2CCCN2c2ccccc21)NCc1ccc(Cl)cc1` (stereo unspecified) gave PTAP-TSG101 blk 0.5%, GALK inh -1.4%, NTMT1 inhibitor -21.8%, p53null 32C tox 7.0%, FH mod -3.7%, B2AR arrestin ag 1.4% and p53null 39C tox 14.8%.
CCN(CC)c1ccc2nc3c(=O)n(C)c(=O)n(C)c3nc2c1 was read as PTAP-TSG101 blk -18.4%, GALK inh 3.5%, NTMT1 inhibitor inconclusive, p53null 32C tox 3.4%, FH mod -15.3%, B2AR arrestin ag -1.2% and p53null 39C tox -26.7%.
For CCN1C(C(=O)c2ccccc2)=C(OC(=O)c2ccc(Cl)cc2)c2ccccc2S1(=O)=O the results were PTAP-TSG101 blk -0.6%, GALK inh 4.0%, NTMT1 inhibitor 12.7%, p53null 32C tox 6.6%, FH mod -30.8%, B2AR arrestin ag -1.0% and p53null 39C tox 6.6%.
COc1ccc(C(=O)NCC(c2ccc(N(C)C)cc2)N2CCc3ccccc32)c(OC)c1 (stereo unspecified) was read as PTAP-TSG101 blk 2.1%, GALK inh inconclusive, NTMT1 inhibitor -0.1%, p53null 32C tox 0.3%, FH mod -14.1%, B2AR arrestin ag 0.8% and p53null 39C tox 0.9%.
Screening CCOC(=O)c1c(C)[nH]c(C)c1S(=O)(=O)N(C)CC(=O)Nc1ccc(C)cc1Br returned PTAP-TSG101 blk -0.6%, GALK inh 5.4%, NTMT1 inhibitor 7.7%, p53null 32C tox -2.7%, FH mod -9.5%, B2AR arrestin ag -1.1% and p53null 39C tox -3.2%.
COc1ccc(C)cc1S(=O)(=O)Nc1cccc(-c2ccc(N3CCC(C)CC3)nn2)c1 was read as PTAP-TSG101 blk -1.4%, GALK inh -4.3%, p53null 32C tox -11.1%, B2AR arrestin ag 1.8% and p53null 39C tox -9.7%.
For CCCN(C(=O)Cn1ncc2c([nH]c3ccccc32)c1=O)c1ccc(F)cc1 the results were PTAP-TSG101 blk -1.0%, GALK inh 0.2%, NTMT1 inhibitor -14.3%, p53null 32C tox 3.0%, FH mod -6.2%, B2AR arrestin ag 0.0% and p53null 39C tox -5.7%.
`CCOC(=O)c1ccc(NC(=O)/C(C#N)=C/c2ccc(OC)cc2)cc1` gave PTAP-TSG101 blk 3.6%, GALK inh -20.1%, NTMT1 inhibitor 18.5%, p53null 32C tox -1.5%, FH mod -18.5%, B2AR arrestin ag -0.4% and p53null 39C tox 9.0%.
Screening CCCC12CN3CC(CCC)(CN(C1)C3c1ccccc1)C2=O (stereo unspecified) returned PTAP-TSG101 blk -0.3%, GALK inh -4.7%, NTMT1 inhibitor 3.0%, p53null 32C tox 11.0%, FH mod inconclusive, B2AR arrestin ag -0.5% and p53null 39C tox 27.4%.
Screening CCOc1ccccc1NC(=O)c1sc2nc(C)cc(C)c2c1N returned PTAP-TSG101 blk 5.7%, GALK inh 1.7%, NTMT1 inhibitor 0.1%, p53null 32C tox -1.4%, FH mod -18.0%, B2AR arrestin ag 0.3% and p53null 39C tox 3.6%.
`CCc1ccc(NC(=O)c2ccc(F)c(S(=O)(=O)N(C)C3CCCCC3)c2)cc1` gave PTAP-TSG101 blk -3.2%, GALK inh 1.2%, NTMT1 inhibitor -6.6%, p53null 32C tox 26.4%, FH mod -18.8%, B2AR arrestin ag 0.6% and p53null 39C tox 9.5%.
Screening COc1ccc(CN(Cc2ccco2)C(=O)COc2ccccc2OC)cc1 returned PTAP-TSG101 blk 2.1%, GALK inh -0.1%, NTMT1 inhibitor -1.0%, p53null 32C tox 0.5%, FH mod -10.5%, B2AR arrestin ag 0.9% and p53null 39C tox 2.3%.
Cc1nn(CC(=O)Nc2ccc(C(C)C)cc2)c(=O)c2c(C)n(-c3ccc(Cl)cc3)nc12 was read as PTAP-TSG101 blk 2.7%, GALK inh 0.4%, NTMT1 inhibitor 8.5%, p53null 32C tox -5.8%, FH mod -11.3%, B2AR arrestin ag 0.1% and p53null 39C tox 1.0%.
Screening CCOc1ccc(C(=O)Nc2ccc(Cl)c(-c3nc4cc(C)cc(C)c4o3)c2)cc1 returned PTAP-TSG101 blk 1.6%, GALK inh 0.0%, p53null 32C tox 3.0%, B2AR arrestin ag 0.6% and p53null 39C tox -10.5%.
`CCSc1ncc(Cl)c(C(=O)N(Cc2ccc(N(C)C)cc2)Cc2ccco2)n1` gave PTAP-TSG101 blk -4.4%, GALK inh 2.0%, NTMT1 inhibitor 16.2%, p53null 32C tox 9.2%, FH mod -14.5%, B2AR arrestin ag 0.0% and p53null 39C tox 33.0%[activator].
Screening COc1ccc(CCNc2ncnc3c2cnn3-c2cc(Cl)ccc2C)cc1 returned PTAP-TSG101 blk -1.0%, GALK inh -0.2%, NTMT1 inhibitor -8.5%, p53null 32C tox inconclusive, FH mod -19.8%, B2AR arrestin ag -1.5% and p53null 39C tox inconclusive.
Screening CC(C)(C)OC(=O)N1CCC(c2c(C(=O)N3CCN(C(=O)c4ccco4)CC3)cnn2-c2ccccc2)CC1 returned PTAP-TSG101 blk -0.8%, GALK inh 0.3%, NTMT1 inhibitor 11.8%, p53null 32C tox 7.1%, FH mod -10.8%, B2AR arrestin ag -1.1% and p53null 39C tox -12.8%.
For Cn1cc(S(=O)(=O)N2CCc3ccccc32)cc1C(=O)Nc1ccc(C(F)(F)F)cc1 the results were PTAP-TSG101 blk 1.6%, GALK inh 1.8%, NTMT1 inhibitor -0.1%, p53null 32C tox 25.3%, FH mod -16.9%, B2AR arrestin ag 3.5% and p53null 39C tox 28.7%.
`CC(=O)N1c2c(cc(Br)cc2S(=O)(=O)Nc2ccccc2C)CC1C` (stereo unspecified) gave PTAP-TSG101 blk -0.6%, GALK inh 1.4%, NTMT1 inhibitor 16.5%, p53null 32C tox 2.7%, FH mod -6.5%, B2AR arrestin ag 0.3% and p53null 39C tox -1.2%.
Screening O=C(Cn1c(=O)n(-c2cccc(Cl)c2)c(=O)c2sc3ccccc3c21)N1CCCC1 returned PTAP-TSG101 blk -10.8%, GALK inh -4.1%, NTMT1 inhibitor 17.8%, p53null 32C tox -7.0%, FH mod -4.5%, B2AR arrestin ag -0.4% and p53null 39C tox 2.2%.
For CCC(C(=O)N1CCN(c2cccc(C)c2C)CC1)n1nc(C)c2sc3ccccc3c2c1=O (stereo unspecified) the results were PTAP-TSG101 blk -2.2%, GALK inh -0.2%, NTMT1 inhibitor 29.9%, p53null 32C tox -28.7%, FH mod -3.8%, B2AR arrestin ag -2.1% and p53null 39C tox -23.7%.
`Cc1ccc(C#N)c(=O)n1CC(=O)Nc1ccccc1C(F)(F)F` gave PTAP-TSG101 blk -7.9%, GALK inh 1.5%, NTMT1 inhibitor -9.3%, p53null 32C tox 7.4%, FH mod 8.4%, B2AR arrestin ag 1.0% and p53null 39C tox -6.9%.
`Cc1cc(C)cc(N2CCn3c2nc2c3c(=O)n(Cc3ccc(Cl)cc3)c(=O)n2C)c1` gave PTAP-TSG101 blk -5.2%, GALK inh 0.0%, NTMT1 inhibitor 6.5%, p53null 32C tox 0.8%, FH mod 5.9%, B2AR arrestin ag 1.2% and p53null 39C tox -4.4%.
For CCOc1ccc(Cn2nnc(C(=O)Nc3cccc(SC)c3)c2N)cc1 the results were PTAP-TSG101 blk -3.7%, GALK inh -0.9%, NTMT1 inhibitor 8.2%, p53null 32C tox -5.8%, FH mod -5.1%, B2AR arrestin ag -2.1% and p53null 39C tox inconclusive.
For CCOC(=O)c1ccccc1NC(=O)CCc1nc(-c2ccc(C)cc2)no1 the results were PTAP-TSG101 blk 0.1%, GALK inh 0.8%, NTMT1 inhibitor -13.2%, p53null 32C tox 3.9%, FH mod -24.1%, B2AR arrestin ag -1.9% and p53null 39C tox 0.1%.
CCOc1ccc(S(=O)(=O)n2nc(C)c(S(=O)(=O)N3CCCCC3)c2C)cc1 was read as PTAP-TSG101 blk -11.3%, GALK inh -1.8%, NTMT1 inhibitor 6.5%, p53null 32C tox -13.6%, FH mod 2.3%, B2AR arrestin ag 0.7% and p53null 39C tox -2.2%.
For CCCCNc1ccc(-c2nc(-c3ccco3)no2)cc1[N+](=O)[O-] the results were PTAP-TSG101 blk -2.3%, GALK inh -14.3%, NTMT1 inhibitor inconclusive, p53null 32C tox -8.8%, FH mod -4.7%, B2AR arrestin ag 0.8% and p53null 39C tox -7.7%.
Screening Cc1cccc(Cn2c(=O)n(-c3cc(C)cc(C)c3)c(=O)c3oc4ccccc4c32)c1 returned PTAP-TSG101 blk -0.9%, GALK inh 2.8%, NTMT1 inhibitor -5.4%, p53null 32C tox 0.8%, FH mod -9.8%, B2AR arrestin ag 1.2% and p53null 39C tox 4.7%.
